Screening results from PubChem BioAssay.
esBAF inh = SWI/SNF esBAF complex inhibition. 2% of 350,000 active. AID 602393. reporter increase, % at 12.5 µM. mouse ES cells, Bmi1-luciferase knock-in reporter, 24 h; 100% = twice the neutral-well signal; in the data active = activation above about 40%;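 also: 0% = median of the plate's neutral control wells and 100% = double that signal; a rise in the Bmi1 reporter signal indicates esBAF inhibition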
RAD54 inh = blocks human RAD54 Holliday junction branch migration; 0.14% of 360,000 active; inhibition, % at 10.4 µM; FAM/BHQ fluorescence;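 active = mean normalized replicate activity at least 40 and at least half of replicates scoring 40 or more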;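 also: 0% = median of neutral control wells and 100% = median of positive control wells; inhibitors cause a drop in the FAM fluorescence signal; in these data hits start at about 50%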
Target sequence (Q92698 whole entry, looked up): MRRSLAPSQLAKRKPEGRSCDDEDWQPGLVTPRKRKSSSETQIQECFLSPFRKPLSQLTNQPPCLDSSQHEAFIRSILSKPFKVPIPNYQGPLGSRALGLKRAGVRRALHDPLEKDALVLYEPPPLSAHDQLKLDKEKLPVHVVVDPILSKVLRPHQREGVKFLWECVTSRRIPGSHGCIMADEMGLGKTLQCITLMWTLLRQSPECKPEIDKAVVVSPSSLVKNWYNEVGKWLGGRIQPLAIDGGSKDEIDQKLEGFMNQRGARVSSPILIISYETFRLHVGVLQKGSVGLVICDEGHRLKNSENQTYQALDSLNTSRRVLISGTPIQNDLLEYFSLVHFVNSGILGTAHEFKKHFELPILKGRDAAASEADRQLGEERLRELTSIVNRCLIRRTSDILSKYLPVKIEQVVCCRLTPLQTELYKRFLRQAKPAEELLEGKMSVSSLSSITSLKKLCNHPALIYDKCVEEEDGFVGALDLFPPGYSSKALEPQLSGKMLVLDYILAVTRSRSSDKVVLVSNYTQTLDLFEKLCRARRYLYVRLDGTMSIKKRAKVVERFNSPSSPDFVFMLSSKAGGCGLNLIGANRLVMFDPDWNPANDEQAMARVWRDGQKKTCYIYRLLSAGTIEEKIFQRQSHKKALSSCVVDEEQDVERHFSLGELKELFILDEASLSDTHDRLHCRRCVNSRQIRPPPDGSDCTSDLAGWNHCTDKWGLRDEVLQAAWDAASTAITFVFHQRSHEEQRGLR
XiGFP reactiv = X-chromosome reactivation activator. 0.055% of 360,000 active. AID 743238. activation, % at 7.58 µM. XiGFP mouse fibroblasts, % GFP-positive cells imaging, 3 d; cells co-treated with 5-aza-dC sensitizer; scaled so ellipticine positive control = 100%;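 active = mean normalized replicate activation at least 10% and every replicate at or above 10%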;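 also: 0% = median of on-plate neutral control wells and 100% = ellipticine 6 µM median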
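System: XiGFP fibroblasts, SV40-immortalized. Medium: DMEM plus 5-aza-dC sensitizer. Doses: single point. Timing: 3 d treatment, 15 min room-temperature fixation. Control set: ellipticine 6 µM.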
INS-1E GSIS act = GLuc luminescence reporter in INS-1E cells, primary screen for activators of glucose-dependent secretion of insulin; INS-1E GLuc reporter insulin secretion, 2-3 h; activation, % at 16.6 µM; 0.61% of 370,000 active;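 active = lowest replicate activation of at least 40%, so every replicate reaches that level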;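 also: 0% = median of neutral control wells and 100% = median of IBMX positive control wells; some compounds called inactive have numbers as strong as hits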
ARNT-TACC3 inh = disruptors of human ARNT/TACC3 interaction; 0.66% of 390,000 active; inhibition, % at 9.99 µM; AlphaScreen His-ARNT PAS-B/GST-TACC3 binding, luminescence; TACC3 fragment carries E629A point mutation;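 active = mean inhibition of replicates at least 50% and at least half of replicates each reaching 50%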;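 also: 0% = complete ARNT plus TACC3 wells and 100% = ARNT alone without TACC3; many hits fall short of the cut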
RAD52 anneal inh = blocks human RAD52 DNA annealing. 0.46% of 360,000 active. recombinant RAD52 DNA annealing, FRET fluorescence. inhibition, % at 18.7 µM. P43351. AID 651710;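 active = every replicate showing at least 50% inhibition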
F508del corr = correctors of CFTR F508del function in bronchial epithelial cells. activity (quench increase), % at 7.58 µM. 0.36% of 350,000 active. AID 720511. CFBE cells, YFP halide quenching; stimulated with forskolin plus potentiator P3; % fluorescence drop versus neutral controls;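 active = mean added fluorescence quench of at least 8% versus neutral control, with both replicates also reaching 8%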;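 also: cells transiently co-express mutant CFTR-F508del with the halide-sensitive YFP; corrector assay measuring rescue of mutant channel to the surface after 24 h compound exposure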
ERAP1 HTS inh = inhibitors of human ERAP1 aminopeptidase. Q9NZ08. recombinant ERAP1, Leu-AMC fluorescence, 60 min. inhibition, % at 10.7 µM. 0.15% of 340,000 active. AID 652197;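 active = mean replicate inhibition of at least 30%, or all replicates individually reaching that 30% level; inactive = mean below 30% and not every replicate reaching it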;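 also: 0% = neutral control wells and 100% = L-leucinethiol positive control wells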
An asterisk follows results filed as active; nt = not tested or not shown.

SMILES,esBAF inh,RAD54 inh,XiGFP reactiv,INS-1E GSIS act,ARNT-TACC3 inh,RAD52 anneal inh,F508del corr,ERAP1 HTS inh
CCC(C)(C)NC(=O)CN(C(=O)CCC(=O)Nc1cc(C)ccn1)c1ccc2c(c1)OCCO2,nt,nt,0.0,4,2,-14,1.5,2
O=C(Nc1ccccc1)Nc1ccc(Br)cc1F,nt,-4,0.1,nt,-2,-1,-1.8,-7
CCOc1ccc(Cl)cc1/C=N/O,nt,nt,nt,3,4,-7,-0.9,7
COc1ccc(CNC(=O)C2CCCN2S(=O)(=O)c2ccc(F)cc2)cc1 (centres undefined),nt,nt,0.0,15,-5,-20,nt,2
COc1ccc(/C(O)=C2\C(=O)C(=O)N(CCN3CCOCC3)C2c2ccccc2OC)cc1 (centres undefined),nt,nt,0.1,3,1,-24,nt,-5
CC(C)(C)c1ccc(-c2cc(NC(=O)Cc3c[nH]c4ccccc34)ccc2Nc2cccnc2)cc1,nt,nt,-0.1,57*,nt,-80,-2.4,0
O=C(CNC(=O)c1ccccc1)Nc1ccsc1C(=O)O,-4,12,0.0,9,4,-16,0.0,-2
O=C(C1CCCC1)N1CCCCN2[C@H](C1)[C@@H](c1ccc(C#CC3CC3)cc1)[C@@H]2CO,nt,-2,nt,nt,0,37,-1.2,-1
COc1ccc(C(=O)OCC(=O)NC(C)(C)C)cc1[N+](=O)[O-],nt,nt,0.0,20,-3,-24,1.9,-4
C[C@@H]1CN([C@@H](C)CO)C(=O)Cc2cc(NS(C)(=O)=O)ccc2O[C@H]1CN(C)Cc1ccc(Cl)c(Cl)c1,5,-1,0.1,-33,-11,22,-5.3,0
CC(C)(C)CN1CCN(Cc2c[nH]c3ccccc23)CC1CCO (centres undefined),9,-1,0.0,-26,-12,-1,1.0,-1
Cc1nc(CNS(=O)(=O)c2cccs2)cs1,nt,nt,0.4,-7,nt,-8,-0.5,-7
CCS(=O)(=O)N1N=C(c2cccs2)CC1c1cc2cc(C)ccc2nc1Cl (centres undefined),25,-15,-0.1,-10,-5,-85,-1.6,nt
C/C=C/c1ccc2c(c1)O[C@H](CN(C)C(=O)c1cccc(F)c1)[C@H](C)CN([C@@H](C)CO)S2(=O)=O,-1,5,0.0,-12,6,2,-5.9,0
Cc1cc(N2CCOCC2)nc(NCc2ccccc2)n1,19,-3,nt,-6,9,2,0.7,2
CC(C)(C)c1ccc(C(=O)O)c(C(=O)c2ccc(C(=O)O)cc2)c1,nt,-6,0.0,7,20,-6,-0.3,-2
Cc1nn(CCO)c2ncc(C(=O)c3cc(Cl)ccc3O)cc12,-8,0,0.1,20,3,-19,-0.9,2
CCc1noc(C)c1C(=O)NC1CC(C)(C)Cc2c1cnn2-c1ccccc1 (centres undefined),-1,7,0.0,-5,-6,-12,-0.3,2
O=S(=O)(c1ccccc1)N(CC(O)CN1CCOCC1)c1ccccc1 (centres undefined),2,-4,0.0,0,1,8,1.9,-1
O=C(O)Cc1ccc(-c2ccccc2)cc1,-5,4,0.0,-3,-3,-14,1.9,1
COc1ccc(-n2nnc3c(SC(C(C)=O)C(=O)N(C)C)ncnc32)cc1 (centres undefined),-6,-2,0.0,nt,6,-3,-2.7,16
O=C(C[C@H]1CC[C@H]2[C@@H](COC[C@@H](O)CN2Cc2ccc3c(c2)OCO3)O1)N1CCOCC1,1,2,0.2,13,-3,-6,-4.6,2
O=C(COC(=O)c1ccc2c(c1)OCO2)Nc1ncc(Cl)cc1Cl,nt,nt,0.1,1,nt,-69,2.5,0
CCc1cc2ccc(C)c(C)c2nc1SCC(=O)NNC(=O)c1ccco1,5,nt,0.2,8,-5,-15,1.5,-3
O=C(c1cc(Cl)nc2ccccc12)N(Cc1nnc(-c2ccc(Cl)cc2)o1)C1CC1,6,nt,0.0,-47,7,-6,4.8,-6
Cc1ccc(OCCNC(=O)c2cccc(S(=O)(=O)N3CCN(C)CC3)c2)cc1,8,-9,0.2,nt,-8,-4,-0.8,3
O=C(Cn1ccc2cc(S(=O)(=O)N3CCCC3)ccc21)NCCc1ccccc1,7,-7,0.1,2,-3,0,-4.4,0
Cc1cn([C@H]2C[C@H](O)[C@@H](CNCc3cccc(OC4CCCC4)c3)O2)c(=O)[nH]c1=O,-3,0,0.2,-6,nt,-35,-3.4,2
CN(C)CC1CCCCC1OC(=O)c1ccc(Br)cc1 (centres undefined),nt,nt,0.2,4,0,-5,-2.7,-3
C[C@H]1CN([C@@H](C)CO)S(=O)(=O)c2ccc(C#CCN(C)C)cc2O[C@@H]1CN(C)Cc1ccccc1,2,-5,0.9,-6,11,12,-2.7,-2
CC(C)c1ccc2oc(=O)cc(CN3CCN(c4ccccc4)CC3)c2c1,0,-9,nt,-6,-1,nt,nt,nt
O=C(CCCN1C(=O)/C(=C/c2ccccc2Cl)SC1=S)Nc1ccccn1,nt,-9,0.0,-7,1,nt,nt,nt

The closing 2 compounds of the part before are carried over, then new ones follow.
SMILES,esBAF inh,RAD54 inh,XiGFP reactiv,INS-1E GSIS act,ARNT-TACC3 inh,RAD52 anneal inh,F508del corr,ERAP1 HTS inh
CC(C)c1ccc2oc(=O)cc(CN3CCN(c4ccccc4)CC3)c2c1,0,-9,nt,-6,-1,nt,nt,nt
O=C(CCCN1C(=O)/C(=C/c2ccccc2Cl)SC1=S)Nc1ccccn1,nt,-9,0.0,-7,1,nt,nt,nt
COc1ccc(NC(=O)Cn2nc([N+](=O)[O-])c(Cl)c2C)cc1OC,-3,5,0.2,31,3,-3,1.8,nt
COc1ccccc1NC(=O)COC(=O)/C=C/c1ccc2c(c1)OCO2,nt,nt,0.0,14,-7,-9,-1.0,-2
Cc1ccc(NC(=O)CN(C)CC(=O)Nc2ccccc2-c2ccccc2)cc1,nt,nt,0.0,-14,-2,-8,0.7,2
CCOc1ncccc1C(=O)OCC(=O)Nc1ccc2c(c1)CCC2,-1,4,0.2,-10,-1,-4,0.2,-1
COc1ccc(-c2cnc3c(c2)C(=O)N([C@H](C)CO)C[C@@H](C)[C@@H](CN(C)Cc2ccccc2)O3)cc1,-7,1,-1.2,7,-1,-6,2.9,-1
Cc1ccc(NC(=O)C2=CN3CCS(=O)(=O)N=C3C=C2)cc1,-6,-11,0.1,12,-4,-16,4.2,3
COC(=O)C1C/C(=N\NS(=O)(=O)c2ccc(C)cc2)c2ccccc2C1 (centres undefined),-3,4,0.0,-1,-10,-6,3.6,-2
CCOc1cc(C2/C(=C(/O)c3ccc(S(=O)(=O)N4CCCCC4)cc3)C(=O)C(=O)N2CCOC)ccc1O (centres undefined),-7,11,0.0,21,-5,-14,-0.6,0
O=[N+]([O-])c1cccc(-c2ccc(/C=N/NC(=S)NCc3ccco3)o2)c1,nt,nt,0.3,10,1,-16,-3.9,nt
CCCCCC(=O)NNC(=O)c1ccc(F)cc1,nt,1,-0.1,-6,-1,nt,nt,nt
C[C@@H]1CN([C@@H](C)CO)C(=O)c2cc(NC(=O)c3ccncc3)ccc2O[C@@H](C)CCCCO[C@H]1CN(C)C(=O)Nc1ccc(C(F)(F)F)cc1,-3,9,0.4,-6,-2,-9,2.5,2
COc1ccc(-c2nc(C3CCCCC3)no2)cc1OC,60*,0,nt,5,-5,-14,-1.2,3
CC1(C(=O)Nc2ccccc2)CCN1C(=O)C1(c2ccc(Cl)cc2)CC1 (centres undefined),-5,-11,0.0,-22,nt,-2,-2.3,-2
COC(=O)[C@@H]1C[C@@]2(Br)c3ccccc3N(S(=O)(=O)c3ccccc3)[C@H]2N1C(=O)OC,0,5,0.0,-17,-12,-5,1.1,3
CC(C)C(=O)Nc1cc(C(F)(F)F)ccc1N1CCOCC1,-2,4,nt,4,-4,8,-3.0,-6
C[C@H](CO)N1C[C@H](C)[C@H](CN(C)C(=O)Nc2ccc3c(c2)OCO3)Oc2ncccc2C1=O,2,-6,0.3,12,0,1,-1.9,1
C[C@@H]1CCCCO[C@H](CN(C)C(=O)NC2CCCCC2)[C@H](C)CN([C@H](C)CO)C(=O)c2cc(NC(=O)c3ccncc3)ccc2O1,1,6,-0.4,-22,2,-2,-0.2,2
COc1ccc(S(=O)(=O)N2CCCCN3[C@@H](CO)[C@H](c4ccc(C#CC(C)C)cc4)[C@@H]3C2)cc1,-8,0,0.1,-21,20,36,0.1,0
CN1C(=O)[C@H]2[C@@H](c3ccc(C(F)(F)F)cc3)N[C@]3(CCCN(Cc4ccco4)C3=O)[C@H]2C1=O,-5,-4,nt,-8,nt,4,-3.2,4
N#C/C(=C\c1ccc(Sc2ccccc2)o1)c1nc2ccccc2[nH]1,nt,2,0.1,-7,-1,-117,nt,2
Cc1cccc(NC(=O)CCN2CCCCC2)c1,-15,-17,0.0,-3,-1,0,-1.8,-2
COc1ccc(C(=O)c2c3ccc(OC)cc3[n+]([O-])n2CCCC(N)=O)cc1,0,-3,0.0,3,-1,-2,-2.3,2
C[C@H](CO)N1C[C@H](C)[C@@H](CN(C)S(=O)(=O)c2cccs2)Oc2ccc(N(C)C)cc2CC1=O,-1,4,-0.3,-5,2,11,0.4,8
CCNC(=O)C[C@H]1CC[C@@H]2[C@H](COC[C@H](O)CN2C(=O)C2CC2)O1,-3,7,0.3,9,3,-10,-2.7,2

With a hit mark in INS-1E GSIS act, among the entries above:
Molecule | esBAF inh | INS-1E GSIS act | ARNT-TACC3 inh | RAD52 anneal inh | F508del corr | ERAP1 HTS inh
CC(C)(C)c1ccc(-c2cc(NC(=O)Cc3c[nH]c4ccccc34)ccc2Nc2cccnc2)cc1 | nt | 57* | nt | -80 | -2.4 | 0

Remaining list, next part
SMILES,esBAF inh,RAD54 inh,XiGFP reactiv,INS-1E GSIS act,ARNT-TACC3 inh,RAD52 anneal inh,F508del corr,ERAP1 HTS inh
CC1CCCCC1NC(=O)CCC(=O)N1CCOc2ccc(Cl)cc21 (centres undefined),0,-7,0.0,25,-7,-5,-1.2,-1
O=C1Nc2ccccc2C1=Nc1ccccc1-c1ccccc1,nt,nt,0.1,-3,-1,-7,0.8,-7
COc1ccc(C(=O)NCC(=O)NCC(=O)OCC(=O)c2ccc(C)cc2)cc1,-6,6,-0.1,9,-3,-12,-2.8,1
CCN(c1ccccc1)S(=O)(=O)c1ccc(C(=O)Nc2ccccn2)cc1,nt,-8,0.0,-1,-1,1,0.7,-2
O=C(CN(Cc1ccc(Cl)cc1)C(=O)CNS(=O)(=O)c1ccccc1)NCC1CCCO1 (centres undefined),5,-7,0.2,11,-6,-9,-0.4,0
